Bioassay records as filed in PubChem BioAssay.
Rpn11 inh: inhibitors of human proteasome Rpn11 | human 26S proteasome, Ub4-pepOG fluorescence polarization; 20S core pre-blocked with epoxomicin | 0.59% of 360,000 active | calls only at 20 µM;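 active = inhibition at 20 µM, scaled to each plate's controls, above about 33%, limit read from the data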
LMPTP block: LMPTP (human) inhibition | P24666 | recombinant LMPTP-A, OMFP fluorogenic substrate, fluorescence intensity | inhibition, % at 20 µM | 0.22% of 360,000 active;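 active = compounds that cut the enzyme signal by at least half of the control window in the single-dose screen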;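 also: plate controls were DMSO wells with enzyme plus substrate for no effect and substrate without enzyme for full effect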
Target sequence (P24666 whole entry, looked up): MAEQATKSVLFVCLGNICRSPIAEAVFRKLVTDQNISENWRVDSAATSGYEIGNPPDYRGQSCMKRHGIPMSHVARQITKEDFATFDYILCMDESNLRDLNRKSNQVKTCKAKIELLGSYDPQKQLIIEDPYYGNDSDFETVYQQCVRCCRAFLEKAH
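Material: LMPTP-A; amount: 0.625 nM enzyme; doses: single 20 µM dose; times: reaction 50 min, room temperature, dark; technique: fluorescence intensity of OMFP turnover product; benchmarks: no-enzyme and uninhibited controls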
SKN-1 inh: inhibitors of C. elegans SKN-1 | AID 624304 | inhibition, % at 21.8 µM | C. elegans VP596 Pgst-4::GFP/RFP ratio, acrylamide-induced, 24 h | 0.49% of 360,000 active;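 active = interference check ratio from 0.5 to 1.5 plus GFP to RFP signal ratio inhibition reaching or exceeding a fixed threshold, cut at about 30% in these data, passing the limit was not always enough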; also: some compounds called inactive have numbers as strong as hits
NRP1-CendR mod: modulators of CendR peptide binding to human neuropilin-1. inhibition, % at 25 µM. O14786. 0.85% of 360,000 active. FAM-RPARPAR peptide binding to NRP-1, fluorescence polarization;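 active = inhibition or corrected inhibition above about 18%, plus a signal ratio from 0.5 to 1.5, limit read from the data, passing the limit was not always enough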; also: strong numbers were not always called active
MT1-MMP act inh: MT1-MMP (human) activation inhibition. HT1080 RFP-PRO-GFP cells, GFP/RFP ratio fluorescence, overnight; percent of plate control window, DMSO zero. AID 651647. GFP/RFP ratio change, % at 20 µM. 0.061% of 360,000 active;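 active = GFP/RFP ratio change of at least 30% with cell ATP level not reduced by more than half and red fluorescence within 50% of control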; also: strong numbers were not always called active
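Material – HT1080 RFP-PRO-GFP cells · Control set – DMSO wells and RFP-L50D-GFP cells · Incubation – overnight cell settling, then overnight compound exposure, 37 °C, 5% CO2 · Compound dosing – single-point 20 µM compound, 1% DMSO · Read-out – GFP/RFP fluorescence ratio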
DNMT1 block: inhibitors of human DNMT1. DNMT1 molecular beacon, Hinp1I cleavage, fluorescence. inhibition (reported as % activation of signal), % at 10 µM. 0.83% of 360,000 active. AID 588458; in the data active = inhibition above about 50%
STEP block: blocks human striatal-enriched tyrosine phosphatase. inhibition, % at 20 µM. recombinant STEP, OMFP fluorogenic substrate, fluorescence. AID 588621. P54829. 0.25% of 360,000 active;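 active = inhibition at 20 µM, scaled per plate between control wells, above about 37%, limit read from the data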;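 also: 0% = DMSO with enzyme and substrate and 100% = substrate only without enzyme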
Target sequence (P54829 whole entry, looked up): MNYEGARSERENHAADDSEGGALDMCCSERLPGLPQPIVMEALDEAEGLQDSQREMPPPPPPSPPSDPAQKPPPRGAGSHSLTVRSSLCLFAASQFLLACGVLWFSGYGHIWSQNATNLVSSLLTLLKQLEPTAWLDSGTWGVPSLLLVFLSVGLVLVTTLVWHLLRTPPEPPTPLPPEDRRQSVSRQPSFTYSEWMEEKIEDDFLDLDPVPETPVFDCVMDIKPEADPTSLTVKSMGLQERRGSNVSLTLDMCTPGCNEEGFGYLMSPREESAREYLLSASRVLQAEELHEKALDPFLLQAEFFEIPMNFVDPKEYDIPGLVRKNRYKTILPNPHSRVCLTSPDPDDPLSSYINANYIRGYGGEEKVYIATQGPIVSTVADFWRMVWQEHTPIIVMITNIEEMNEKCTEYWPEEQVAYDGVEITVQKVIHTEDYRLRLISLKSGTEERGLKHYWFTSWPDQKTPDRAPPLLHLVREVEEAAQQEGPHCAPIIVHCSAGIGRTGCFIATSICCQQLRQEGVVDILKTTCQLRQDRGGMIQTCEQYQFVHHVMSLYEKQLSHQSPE
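System: STEP (striatal-enriched tyrosine phosphatase) enzyme, cell-free; medium: Bis-Tris pH 6.0 buffer with DTT, detergent; dosing: 20 µM, 1% DMSO; times: reaction 20 min, ambient temperature; detection: fluorescence, 480/540 nm; read-out basis: normalized % inhibition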
Scp-1 inhibitor: blocks human Scp-1 phosphatase activity; Q9GZU7; Recombinant Scp1, phosphopeptide, malachite green phosphate absorbance; inhibition, % at 20 µM; 0.88% of 340,000 active;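 active = inhibition above about 50% at 20 µM, limit read from the data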;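 also: plate controls were DMSO wells with enzyme for no effect and wells lacking enzyme for full effect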
Target sequence (Q9GZU7 76-261 limits assumed): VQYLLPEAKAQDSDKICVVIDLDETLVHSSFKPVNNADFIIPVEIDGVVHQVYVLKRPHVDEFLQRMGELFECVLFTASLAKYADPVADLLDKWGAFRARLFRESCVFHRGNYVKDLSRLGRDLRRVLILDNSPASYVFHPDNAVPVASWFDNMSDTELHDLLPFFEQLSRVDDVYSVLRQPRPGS
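Test system – truncated SCP-1 phosphatase (76-261aa) · Reagent – Phosphorylated 17-residue peptide substrate · Incubation – 45 min room-temperature reaction, 5 min colour, 30 min stabiliser · Detection – colorimetric phosphate reagent with accelerator and stabiliser, absorbance at 630 nm · Measure – % inhibition at 20 µM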
SUMO1-SIM PPI: alters human SUMO1 binding to SIM partners; P63165; SUMO1 binding to a labelled peptide, TR-FRET, 1 h; inhibition, % at 20 µM; 0.33% of 360,000 active; AID 602429; in the data active = inhibition above about 37%
Target sequence (P63165 whole entry, looked up): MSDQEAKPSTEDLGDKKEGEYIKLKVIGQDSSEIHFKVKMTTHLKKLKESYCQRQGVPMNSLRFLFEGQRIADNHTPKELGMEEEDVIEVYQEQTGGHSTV
NadD block: blocks S. aureus nicotinate mononucleotide adenylyltransferase; purified NadD enzyme, colorimetric absorbance read-out; inhibition, % at 20 µM; 0.78% of 360,000 active; in the data active = inhibition above about 26%; also: some compounds past the cut are filed as inactive
* marks the source's active call; other numbers are inactive results; i = inactive; / = no result given.

no.	SMILES	Rpn11 inh	LMPTP block	SKN-1 inh	NRP1-CendR mod	MT1-MMP act inh	DNMT1 block	STEP block	Scp-1 inhibitor	SUMO1-SIM PPI	NadD block
1	COCc1cc(=O)[nH]c(SCC(=O)Nc2ccccc2)n1	i	-1.9	-11	-5	2	-3	-4	3	-4	-3
2	Cc1[nH]c(=O)[nH]c(=O)c1S(=O)(=O)Nc1cccc(C(F)(F)F)c1	i	-1.5	3	6	0	0	2	-4	6	0
3	Cc1cc(OCC(=O)NCCN2CCOCC2)cc(C)c1Cl	i	-0.4	-2	-5	1	2	0	1	-3	0
4	CC(=O)Nc1ccc(NC(=O)[C@@H]2CCCC[C@@H]2C(=O)O)cc1	i	-1.4	5	2	2	-1	2	-3	-2	4
5	Cc1ccc(NC(=O)c2cc(NC(=O)C3CC=CCC3C(=O)O)ccc2N2CCOCC2)cc1Cl (stereo not given)	i	0.9	27	-9	1	2	19	-5	7	13
6	Cc1ccc(S(=O)(=O)NCC(=O)N2CCN(S(=O)(=O)c3ccc(Cl)cc3)CC2)cc1C	i	0.3	11	5	-4	-2	0	-6	5	-3
7	COc1ccc(C(C#N)(CCC#N)CCC#N)cc1OC	i	0.0	10	20	-2	7	-4	-2	4	8
8	O=C(COC(=O)c1ccccc1Cl)NCc1ccco1	i	12	9	10	1	85*	3	40	6	10

Next records.
no.	SMILES	Rpn11 inh	LMPTP block	SKN-1 inh	NRP1-CendR mod	MT1-MMP act inh	DNMT1 block	STEP block	Scp-1 inhibitor	SUMO1-SIM PPI	NadD block
9	CCOc1cccc(OCCOc2ccccc2[N+](=O)[O-])c1	i	2.6	-22	-17	-1	-7	5	-27	-13	-8
10	Cn1c(Cc2ccccc2)nnc1SCc1ccc(C(=O)O)cc1	i	-0.2	2	1	-3	-3	-1	-7	3	3
11	O=C(c1cc(=O)[nH]c2ccccc12)N1CCN(S(=O)(=O)c2ccc3ccccc3c2)CC1	i	0.2	20	-16	2	-3	2	-1	-2	4
12	COc1ccc(/C=C/C(=O)OCc2cc(=O)n3c(n2)sc2ccccc23)cc1	i	3.2	-4	4	-2	6	3	-2	-5	9
13	Cc1cc(C)cc(N=c2c([N+](=O)[O-])nn(-c3ccc4c(c3)OCCO4)n2O)c1	i	4.5	4	-10	-12	-2	3	-6	-20	-3
14	COC(C[C@H]1O[C@H]1C(=O)COCc1ccccc1)OC	i	-1.0	-8	11	-2	6	-1	2	4	-3
15	CC(C)c1ccc(NC(=O)CSc2nc3ncccc3[nH]2)cc1	i	0.1	-3	6	-5	-2	0	-5	-2	6
16	O=C1Cc2cc(S(=O)(=O)Nc3cccc([N+](=O)[O-])c3)cc3c2N1CCC3	i	-0.8	-4	-7	4	0	-4	10	-23	-1

More records follow:
no.	SMILES	Rpn11 inh	LMPTP block	SKN-1 inh	NRP1-CendR mod	MT1-MMP act inh	DNMT1 block	STEP block	Scp-1 inhibitor	SUMO1-SIM PPI	NadD block
17	O=C(NCC1CCCO1)c1csc2c1CCCC2 (stereo not given)	i	-2.2	16	5	1	3	-8	-4	-1	-1
18	O=C(CCc1nc2ccccc2c(=O)[nH]1)N1CCN(C/C=C/c2ccccc2)CC1	i	0.1	-1	7	-4	1	3	3	2	1
19	COc1ccc2cc(C(=O)Nc3ccccc3)sc(=O)c2c1OC	i	1.6	-8	14	5	6	8	36	-10	2
20	COC(=O)c1cccc(-n2sc3ccccc3c2=O)c1	i	-1.7	-6	6	-4	5	2	95*	-2	-9
21	CNc1ccc(OC(F)F)cc1C(=O)c1ccccc1	i	2.3	5	-4	0	-6	2	-5	-1	0
22	CC1C(=O)N(Cc2cn(Cc3ccco3)nn2)CCS(=O)(=O)N1Cc1ccc(-c2ccccc2)cc1 (stereo not given)	i	0.4	4	0	-2	-5	-2	/	1	-1
23	Cc1cc(Br)c(NC(=O)COC(=O)CSc2nnc(-c3ccc(Cl)cc3)o2)c(Br)c1	i	-0.3	-1	-13	1	7	1	-8	2	4
24	COC(=O)c1ccccc1C(=O)N1CCOCCN(C(=O)c2ccccc2C(=O)OC)CCOCC1	i	-1.3	-4	-1	2	-1	2	-4	2	0

(further entries)
no.	SMILES	Rpn11 inh	LMPTP block	SKN-1 inh	NRP1-CendR mod	MT1-MMP act inh	DNMT1 block	STEP block	Scp-1 inhibitor	SUMO1-SIM PPI	NadD block
25	CC(=O)Nc1ccc(NC(=O)/C(=C/c2ccco2)NC(=O)c2ccccc2)cc1	i	-1.4	-3	-2	0	1	-2	-10	-1	-6
26	Cc1ccc(NC(=O)c2ccc3ccccc3n2)nc1	i	0.3	1	13	3	4	-2	10	-13	-6
27	CC(OC(=O)CSc1ccc([N+](=O)[O-])cc1)C(=O)NCc1ccccc1 (stereo not given)	i	-0.3	4	1	-8	1	-1	-5	-29	2
28	CC(C)c1ccccc1OCC(=O)Nc1ccccc1C(=O)N1CCOCC1	i	0.4	9	12	-1	0	-2	-5	-11	0
29	O=C(CN(CC1CCCO1)C(=O)CNS(=O)(=O)c1ccc(F)cc1)NCc1ccccc1 (stereo not given)	i	0.1	-6	7	2	0	-1	1	-3	-2
30	COc1ccc([N+](=O)[O-])cc1NC(=O)CCCOc1ccccc1	i	-0.5	-2	17	2	-10	0	-12	-9	-6
31	CC(C)NCc1cccc([N+](=O)[O-])c1	i	-2.0	4	-4	4	2	-2	12	-7	1
32	O=C(Nc1ccccc1)c1ccc2nc(-c3ccco3)c(-c3ccco3)nc2c1	i	42	11	-60	-3	83*	4	71*	33	23

More results:
no.	SMILES	Rpn11 inh	LMPTP block	SKN-1 inh	NRP1-CendR mod	MT1-MMP act inh	DNMT1 block	STEP block	Scp-1 inhibitor	SUMO1-SIM PPI	NadD block
33	COc1ccc(OCC(=O)Nc2ccc(OC)c(S(=O)(=O)N3CCCCC3)c2)cc1	i	0.0	14	-6	-2	1	4	-5	9	-7
34	CN(C)S(=O)(=O)c1ccc(NC(=O)CSc2n[nH]c(=O)n2C2CC2)cc1	i	-1.7	-3	-22	2	-1	0	-4	2	-1
35	COC(=O)C1=C[C@@H](C(=O)OC)[C@@H]2C3=C(C(=O)C2(C)C)[C@H](C)n2c(=O)n(-c4ccccc4)c(=O)n2[C@@H]3C1	i	-1.9	11	7	4	4	3	-4	0	-1
36	O=C(Nc1cccc(-c2cccc(Cl)c2)c1)C1CCN(Cc2nccs2)CC1	i	1.6	8	-4	-3	-4	2	/	0	-10
37	O=C(CN1C(=O)NC2(CCCC2)C1=O)N1CCN(c2ccccc2O)CC1	i	-1.3	-3	7	-1	-2	0	-2	4	-7
38	CN1C(=O)C(C(=O)Nc2ccccc2F)c2ccccc21 (stereo not given)	i	-1.1	-1	12	-1	0	2	-10	5	5
39	CCOc1ccc(CCNS(=O)(=O)c2c(C)nc3scc(C)n3c2=O)cc1OCC	i	1.7	-2	8	11	5	2	8	1	-2
40	Cc1ccc(-c2nn(CCC#N)cc2C=C(C#N)C#N)cc1	i	-1.7	6	5	2	-1	-17	5	-8	2

Following part
no.	SMILES	Rpn11 inh	LMPTP block	SKN-1 inh	NRP1-CendR mod	MT1-MMP act inh	DNMT1 block	STEP block	Scp-1 inhibitor	SUMO1-SIM PPI	NadD block
41	COc1ccc(-c2nc(CS(=O)CC(=O)NCc3ccccn3)c(C)o2)cc1 (stereo not given)	i	-0.5	38*	8	3	0	-2	-9	-8	2
42	COc1ccc(C2C(C(C)=O)=C(O)C(=O)N2c2ccc(F)cc2)cc1 (stereo not given)	i	-1.1	1	3	3	2	-2	8	-1	0
43	O=C(OCC(=O)c1ccc(Cl)cc1Cl)c1cnccn1	i	-1.3	14	13	7	0	0	-10	2	0
44	CCOC(=O)C1CCCN(c2c(NCCCN(CC)c3cccc(C)c3)c(=O)c2=O)C1 (stereo not given)	i	-2.1	3	-2	-3	4	2	-14	2	-6
45	O=C(OCC(O)CN1CCCCC1)C12CC3CC(CC(C3)C1)C2 (stereo not given)	i	-4.7	23	0	4	2	-3	-5	-5	-2
46	Cc1cccc(Oc2ccccc2NC(=O)C2=COCCO2)c1	i	1.5	-5	2	-2	-1	2	0	-1	-14
47	CCOC(=O)CSc1nc2ccccc2c(=O)n1-c1ccc(C(=O)NCCOC)cc1	i	0.9	0	0	-4	-3	-1	9	1	3
48	CC(O)(c1ccc(F)c(F)c1)c1nc(/C=C/c2ccc(C(F)(F)F)cc2)cs1 (stereo not given)	i	4.2	3	-10	0	-8	-2	/	-2	-8

Other entries:
no.	SMILES	Rpn11 inh	LMPTP block	SKN-1 inh	NRP1-CendR mod	MT1-MMP act inh	DNMT1 block	STEP block	Scp-1 inhibitor	SUMO1-SIM PPI	NadD block
49	CC(CCC(=O)O)C1CCC2C3CCC4CC(O)CCC4(C)C3CC(O)C12C (stereo not given)	i	-4.8	-6	-7	4	-8	-2	/	5	4
50	Cc1c(CCC(=O)N2CCC(C(=O)O)CC2)c(=O)oc2cc3oc4c(c3cc12)CCCC4	i	1.2	23	-6	3	-4	0	7	9	10
51	O=C(COc1ccc2c(c1)OCO2)NC12CC3CC(CC(C3)C1)C2	i	-0.6	-2	6	-8	-1	1	-4	-3	-7
52	COC(=O)NCCOC(=O)N(O)c1ccc(Br)cc1	i	-1.7	9	-6	19	4	18	-4	3	-2
53	O=S(=O)(c1ccc(F)cc1F)N1CCN(CCO)CC1	i	-2.4	0	-7	-5	-4	-1	0	0	1
54	COc1ccccc1N1CCN(c2cc(=O)n(-c3ccc(Cl)cc3)c(=O)[nH]2)CC1	i	-0.7	-10	6	-4	-1	-2	-9	0	2

Molecules shown so far containing a Cl atom, in the order listed:
no.	SMILES	Rpn11 inh	LMPTP block	SKN-1 inh	NRP1-CendR mod	MT1-MMP act inh	DNMT1 block	STEP block	Scp-1 inhibitor	SUMO1-SIM PPI	NadD block
3	Cc1cc(OCC(=O)NCCN2CCOCC2)cc(C)c1Cl	i	-0.4	-2	-5	1	2	0	1	-3	0
5	Cc1ccc(NC(=O)c2cc(NC(=O)C3CC=CCC3C(=O)O)ccc2N2CCOCC2)cc1Cl (stereo not given)	i	0.9	27	-9	1	2	19	-5	7	13
6	Cc1ccc(S(=O)(=O)NCC(=O)N2CCN(S(=O)(=O)c3ccc(Cl)cc3)CC2)cc1C	i	0.3	11	5	-4	-2	0	-6	5	-3
8	O=C(COC(=O)c1ccccc1Cl)NCc1ccco1	i	12	9	10	1	85*	3	40	6	10
23	Cc1cc(Br)c(NC(=O)COC(=O)CSc2nnc(-c3ccc(Cl)cc3)o2)c(Br)c1	i	-0.3	-1	-13	1	7	1	-8	2	4
36	O=C(Nc1cccc(-c2cccc(Cl)c2)c1)C1CCN(Cc2nccs2)CC1	i	1.6	8	-4	-3	-4	2	/	0	-10
43	O=C(OCC(=O)c1ccc(Cl)cc1Cl)c1cnccn1	i	-1.3	14	13	7	0	0	-10	2	0
54	COc1ccccc1N1CCN(c2cc(=O)n(-c3ccc(Cl)cc3)c(=O)[nH]2)CC1	i	-0.7	-10	6	-4	-1	-2	-9	0	2
